TNAP inh pNP: inhibitors of human tissue-nonspecific alkaline phosphatase; 21,000 tested, under 10 active; AID 615; P05186; purified TNAP, pNPP hydrolysis, absorbance 405 nm; inhibition, % at 20 µM;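 further: 0% = DMSO only wells and 100% = 1 mM levamisole wells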
Target sequence (P05186 whole entry, looked up): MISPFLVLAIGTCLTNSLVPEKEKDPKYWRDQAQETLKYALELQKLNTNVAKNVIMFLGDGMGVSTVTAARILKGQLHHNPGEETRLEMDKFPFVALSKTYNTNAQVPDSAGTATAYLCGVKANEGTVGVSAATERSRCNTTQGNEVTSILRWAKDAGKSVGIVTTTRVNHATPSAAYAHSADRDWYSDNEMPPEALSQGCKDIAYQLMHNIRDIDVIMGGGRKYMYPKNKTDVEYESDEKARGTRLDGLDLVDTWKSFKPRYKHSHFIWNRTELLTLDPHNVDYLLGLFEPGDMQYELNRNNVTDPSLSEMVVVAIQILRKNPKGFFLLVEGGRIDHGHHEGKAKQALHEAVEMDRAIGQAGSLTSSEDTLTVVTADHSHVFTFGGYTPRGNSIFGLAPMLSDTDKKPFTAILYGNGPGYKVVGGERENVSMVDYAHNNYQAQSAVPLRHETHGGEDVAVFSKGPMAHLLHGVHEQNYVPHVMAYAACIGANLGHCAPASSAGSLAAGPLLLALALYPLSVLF
TNAP inh Pi: blocks human TNAP phosphate release; P05186; purified TNAP, pNPP, malachite green phosphate absorbance; inhibition, % at 20 µM; 21,000 tested, under 10 active; AID 614
* = called active by the depositor.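 How the source made its calls: active means inhibition above 50% at the 20 µM single-dose screen; inactive means the rest.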 This is a subset; count on the stated rates, not on these rows.

SMILES	TNAP inh pNP	TNAP inh Pi
COc1ccccc1-c1nc(C#N)c(NCc2ccc(F)cc2)o1	1	3
O=c1[nH]c(-c2ccccc2O)nc2c1CCCC2	3	-13
C1=CC2CC1CC2CNCc1ccco1 (centres undefined)	-8	-4
CCOC(=O)C1CCCN(C(=O)c2ccccc2NC(C)=O)C1 (centres undefined)	-2	5
CCOc1ccc(-c2nc(C#N)c(NCC(C)C)o2)cc1	-1	7
CCc1c(C)nc2[nH]nc(NC(=O)C(F)(F)F)n2c1=O	-5	1
CC1CC(C)CN(CC(=O)N2CCc3[nH]c4ccccc4c3C2)C1 (centres undefined)	8	-1
COc1ccc(C2c3c(oc4c(C)cc(C)cc4c3=O)C(=O)N2Cc2cccnc2)cc1OC (centres undefined)	7	10
CC(=O)Oc1cc(C(C)C)c(OCCN(C)C)cc1C	6	10
C=CCSc1nc2ccccc2[nH]1	0	0
COCCOC(=O)C1=C(C)NC2=C(C(=O)CC(c3cccs3)C2)C1c1ccsc1 (centres undefined)	1	3
CCn1c(=O)c2cc(S(=O)(=O)NCCOc3ccccc3)ccc2n(CC)c1=O	4	9
COc1ccccc1NC(=O)CCC(=O)Nc1nnc(C(F)(F)F)s1	6	10
CC(C)Nc1nc(NC(C)C)nc(C(N)=O)n1	3	4
COc1cc2c(cc1OC)CN(C(=O)CSc1n[nH]c(N)n1)CC2	5	-5
Cn1nc(C(=O)NCCN2CCOCC2)c2ccccc2c1=O	0	10
C[C@]12CC[C@@H]3c4ccc(O)cc4CC[C@H]3[C@@H]1CCC2=O	2	-8
CCOC(=O)c1ccc(NC(=O)NC2CC3CCC(C2)N3Cc2nnnn2C(C)(C)C)cc1 (centres undefined)	2	6
COCC(=O)Nc1nc2ccc(C)cc2s1	-1	4
CCOC(=O)N1CCN(C(=O)c2ccccc2Oc2ccccc2)CC1	-8	1
COc1ccc(NC(=O)CSc2nnc(-c3ccccc3Cl)n2Cc2ccco2)c(OC)c1	2	5
Cc1ccc(-c2cc(C(=O)OCC(=O)Nc3cc(C)on3)c3ccccc3n2)c(C)c1	3	-12
O=C(NC1CCN(C(=O)Nc2cccc(F)c2)CC1)C1CCCCC1	0	0
CCOc1nc(C)ccc1-c1noc(-c2ccccn2)n1	5	9
COCCCn1c(SCC(=O)NCc2ccco2)nc2sc3c(c2c1=O)CCC3	2	9
COc1cccc(N2CCN(CC(=O)Nc3nc4c(s3)CC(C)CC4)CC2)c1 (centres undefined)	3	9
O=C(Cn1nc(C(F)(F)F)c2c1CCC2)NCc1ccc(F)cc1	-2	2
Cc1cc(C)cc(Oc2ccc(N)cc2)c1	3	6
COc1ccccc1C1C(C#N)=C(N)Oc2cc(C)n(CCCn3ccnc3)c(=O)c21 (centres undefined)	0	5
CCOC(=O)Cc1[nH]nc2c1C(c1ccoc1)C(C#N)=C(N)O2 (centres undefined)	4	11

Copied from the list.
Under TNAP inh pNP, CCOC(=O)N1CCN(C(=O)c2ccccc2Oc2ccccc2)CC1 shows -8
Under TNAP inh pNP, C[C@]12CC[C@@H]3c4ccc(O)cc4CC[C@H]3[C@@H]1CCC2=O shows 2
Under TNAP inh pNP, COc1cc2c(cc1OC)CN(C(=O)CSc1n[nH]c(N)n1)CC2 shows 5

Next structures:
SMILES	TNAP inh pNP	TNAP inh Pi
CCOC(=O)N1CCN(c2nc3ccccc3nc2C(C#N)S(=O)(=O)c2ccc(C)cc2)CC1 (centres undefined)	2	-22
CCCOP(=O)(c1ccc(N(C)C)cc1)C(O)c1ccncc1 (centres undefined)	6	2
CCOc1cc(-c2c(C#N)c(=O)[nH]c3c2c(C)nn3-c2ccc(F)cc2)ccc1O	-8	1
CC(C)CN(C(=O)COC(=O)Cc1c[nH]c2ccccc12)C1CCS(=O)(=O)C1 (centres undefined)	3	6
Fc1cccc(F)c1CN1CCN(c2ncccn2)CC1	4	2
O=S(=O)(c1ccccc1Cl)N1CCCC(c2nc(-c3cccnc3)no2)C1 (centres undefined)	4	4
Cc1oc(CSCC2CCCO2)cc1C(=O)O (centres undefined)	2	8
COc1ccc(-c2nn(C)c(=O)c3ccccc23)cc1NS(C)(=O)=O	-12	-12
COc1ccc(/C(O)=C2/C(=O)C(=O)N(CCCN(C)C)C2c2cccc(Cl)c2)cc1OC (centres undefined)	5	11
Cc1cccc2cc(CN(Cc3ccco3)C(c3nnnn3CCc3ccccc3)C(C)C)c(=O)[nH]c12 (centres undefined)	1	12
Cc1nc2sccn2c(=O)c1CCN1CCC(=C(c2ccc(F)cc2)c2ccc(F)cc2)CC1	7	12
CC1CCCN(Cc2nc3c(c(=O)n(C)c(=O)n3C)n2CC(N)=O)C1 (centres undefined)	5	4
CC(=O)c1ccc(N2CCN(C(=O)COc3ccc(F)cc3)CC2)c(F)c1	4	7
COC(=O)c1nnn(-c2nonc2N)c1CSc1nc2ccccc2s1	-1	0
c1ccc(CN2CCN(c3nc(-c4ccccn4)nc4ccccc34)CC2)cc1	2	-17

Some of these compounds in order of formula weight, high to low.
SMILES	TNAP inh pNP	TNAP inh Pi
Cc1cccc2cc(CN(Cc3ccco3)C(c3nnnn3CCc3ccccc3)C(C)C)c(=O)[nH]c12 (centres undefined)	1	12
CCOC(=O)N1CCN(c2nc3ccccc3nc2C(C#N)S(=O)(=O)c2ccc(C)cc2)CC1 (centres undefined)	2	-22
Cc1nc2sccn2c(=O)c1CCN1CCC(=C(c2ccc(F)cc2)c2ccc(F)cc2)CC1	7	12

3 entries drawn at random from those above:
SMILES	TNAP inh pNP	TNAP inh Pi
Cc1oc(CSCC2CCCO2)cc1C(=O)O (centres undefined)	2	8
CC1CCCN(Cc2nc3c(c(=O)n(C)c(=O)n3C)n2CC(N)=O)C1 (centres undefined)	5	4
c1ccc(CN2CCN(c3nc(-c4ccccn4)nc4ccccc34)CC2)cc1	2	-17

Further compounds follow:
SMILES	TNAP inh pNP	TNAP inh Pi
Cc1ccc2nc(NC3=NCN(CCc4ccccc4)CN3)nc(C)c2c1	3	10
Oc1c(/C=N/c2ncn[nH]2)ccc2ccccc12	2	-4
CNC(=O)CSc1nnc(-c2ccncc2)n1Cc1ccccc1	8	8
COc1ccc(C=NCCC2(O)CC(C)N(C)CC2C)cc1 (centres undefined)	0	-1
c1cc(-c2nnc(-c3ccncc3)o2)ccn1	8	7
N#Cc1cc(Sc2ccccn2)c(Sc2ccccn2)cc1C#N	-1	7
CCC(=O)Nc1cccc(-n2nnnc2SCC(=O)NCc2ccco2)c1	2	3
Cc1cc(C(=O)NC2=NCCS2)cs1	1	12
CCOC(=O)c1c(-c2ccc(C)o2)csc1NC(=O)CSc1nncs1	6	18
CCCCn1c(O)c(C(CC)=Nc2ccc3c(c2)CCC3)c(=O)[nH]c1=O	5	5
CC(=O)N1CCN(Cc2nc3cc(NS(C)(=O)=O)ccc3n2C)CC1	0	0
COc1ccc(CC(=O)Nc2nc(C)cs2)cc1OC	0	-14
Cc1ccc(NC(=O)CN2CCCCCC2)c(Br)c1	3	4
COc1ccc(CNc2ccc(S(N)(=O)=O)cc2)c(OC)c1OC	-1	2
CCCn1c(N)c(C(=O)CSc2nc3ccccc3n2CCC#N)c(=O)n(C)c1=O	2	6
CC(=O)Nc1ccc(S(=O)(=O)n2nc(-c3ccc(C)cc3)nc2N)cc1	8	-2
O=C(Nc1nnc(COc2ccc(Cl)cc2)s1)c1cccs1	4	7
CN(C)C/C(Cl)=C(\Cl)c1ccccc1	6	11
O=S(=O)(NC1CC1)c1ccc(S(=O)(=O)N2CCCC(c3nc(-c4cccnc4)no3)C2)cc1 (centres undefined)	3	8
Cc1cc(NC(=O)C(C)C)ncc1NC(=O)Cc1ccccc1	5	20
COc1ccccc1CC(=O)N1CCCC1	0	5
CCOC(=O)c1c(SC)nc(SC)c2c1CCC2	1	5
CCN(CC)c1ccc(-c2nc3cnccc3n2C)cc1	0	-10
O=C(c1ccc(=O)oc1)N1CCN(c2ccc(F)cc2)CC1	4	-6
Cc1ccc(Cl)cc1N1CCN(Cc2nnnn2Cc2ccco2)CC1	3	14
C=CCSc1nnc2n(-c3ccccc3OC)c(=O)c3c4c(sc3n12)CCC4	0	0
C=CCc1c(C)nc(SC(C)C)[nH]c1=O	0	7
CC(=O)c1c(C)cc(C)c(CSc2nnc(-c3ccco3)o2)c1C	4	6
COCCNc1cc(C)nc2c3c(C)cc(C)nc3nn12	3	7
CCCC(=O)Nc1ccc2c(c1)nc(CN1CCCCC1)n2C	5	8
c1csc(-c2nn3c(C4COc5ccccc5O4)nnc3s2)c1 (centres undefined)	0	0
O=C(O)CCN1/C(=C/C=Nc2ccccc2)Oc2ccccc21	-2	4
C=CCNc1nc(NCCN2CCOCC2)nc(N2CCOCC2)n1	-1	0
CCn1ncc2c1C(=O)NC1c3ccccc3C(=O)N21 (centres undefined)	8	-7
CCc1nc(N2CCCCC2C)c2oc3ccccc3c2n1 (centres undefined)	0	5
CC1CCN(S(=O)(=O)c2ccc(NC(=O)CN3CCN(c4ccccc4)CC3)cc2)CC1	2	20
CCc1nc(SCC(=O)NCCc2ccccc2)n[nH]1	-1	4
CCCCc1ccc(-c2nc(N)n[nH]2)cc1	3	1
O=C(CSc1nnnn1C1CCCC1)c1ccc2c(c1)OCCO2	3	-10
COc1ccc(CCn2nnnc2C(C(C)C)N2CCC(C(N)=O)CC2)cc1OC (centres undefined)	2	6
Nn1c(SCc2cccc(C(F)(F)F)c2)nnc1-c1ccco1	2	8
CCOc1ccccc1-n1c(CN2CCN(C(=O)c3ccco3)CC2)nc2ccccc2c1=O	1	5
O=S(=O)(/C=C/c1ccccc1)n1cnc2ccccc21	4	10
CC(=O)OCC(=O)[C@@]1(O)CC[C@H]2[C@@H]3CCC4=CC(=O)C=C[C@]4(C)[C@H]3[C@@H](O)C[C@@]21C	2	-7
O=C(CN(Cc1ccccc1C(F)(F)F)C(=O)CNC(=O)c1ccco1)NC1CCCC1	3	12
COc1ccc(C2C3=C(N=C4SCC(=O)N42)c2ccccc2CC3)cc1 (centres undefined)	5	6
Cc1ccc2nc3sc(C(=O)N4CCOCC4)c(N)c3cc2c1	-2	7
CCOc1ccccc1-n1nnnc1SCC(=O)NC(=O)NCc1ccco1	0	0
Cc1ccc(S(=O)(=O)NC(=O)N2CCCC(C)(C)C2)cc1	6	10
CCCSc1ccc2nc(NC(=O)OC)[nH]c2c1	2	-13
COCC(N)(c1ccccc1)c1nc2ccccc2n1C (centres undefined)	5	11
CCC1(C)NC(=O)N(CC(=O)Nc2sc3c(c2C(N)=O)CCC3)C1=O (centres undefined)	7	12
COC(=O)c1ccc(C(C(=O)NCc2ccccc2)N(Cc2ccco2)C(=O)c2cnccn2)cc1 (centres undefined)	3	8
COc1ccc(CNC2=CC(=O)CC(C)(C)C2)cc1	4	10
O=C1c2oc3ccc(Br)cc3c(=O)c2C(c2cccnc2)N1Cc1ccco1 (centres undefined)	-5	3
Cc1cc(C(=O)Nn2cnnc2)cs1	4	-7
CCn1c(SCC(N)=O)nnc1-c1ccco1	1	9
c1ccc(-n2c(SCc3nc(-c4cccs4)no3)nnc2-c2ccco2)cc1	5	18
COc1ccc(-c2nnc(SC(C)C#N)o2)cc1 (centres undefined)	5	16
Cc1c(Cl)cccc1NC(=O)CCCCCN1C(=O)CCC1=O	3	16
(listing goes on)
SMILES	TNAP inh pNP	TNAP inh Pi
COc1cc(-n2nnnc2SCC(=O)N2CCN(c3ccc(F)cc3)CC2)c(OC)cc1Cl	5	10
COC(=O)c1cc(C(=O)OC)cc(N2C(=O)CC(Sc3nc(C)cc(C)n3)C2=O)c1 (centres undefined)	0	3
Nc1nc(CN2CCN(c3ccc(F)cc3)CC2)nc(N2CCCc3ccccc32)n1	-2	8
O=S(=O)(C/C(=C/CO)S(=O)(=O)c1ccccc1)c1ccccc1	1	9
CC1CCN(C(=O)CN(CCc2ccccc2)S(C)(=O)=O)CC1	5	15
CC1CCN(S(=O)(=O)c2cccc(-c3nnc(-c4cccnc4)o3)c2)CC1	3	16
Cc1ccc(SCCN2C(=O)NC(C)(C)C2=O)cc1	-1	10
CCn1c(SCC(=O)N2CCCC2)nc2c1c(=O)n(C)c(=O)n2C	6	10
CC(NC(=O)C1CC=CCC1C(=O)O)C1CC2CCC1C2 (centres undefined)	3	8
CCN(CC)C(c1ccc(F)cc1)c1nnnn1C1CCCCC1 (centres undefined)	0	10
CC(C)N(Cc1nc(-c2ccc(Cl)cc2)no1)C(=O)C12CC3CC(CC(C3)C1)C2	0	0
Cc1ccc(N2CC(C(=O)NC3CCSC3=O)CC2=O)cc1 (centres undefined)	-7	-20
COc1ccccc1C1/C(=C(/O)c2ccc(C)cc2)C(=O)C(=O)N1CCN1CCOCC1 (centres undefined)	-2	5
O=C(Cn1nnc2ccccc2c1=O)NCc1ccco1	6	10
COc1cc(NC(=O)c2ccco2)c(OC)cc1NC(=O)CSc1ncc(-c2ccc(F)cc2)[nH]1	3	10
O=C(O)C1CCCCC1C(=O)NCc1ccc(F)cc1 (centres undefined)	0	-27
CC(C)[C@@H]1NC(=O)N(c2ccc(Oc3ccccc3)cc2)C1=O	-36	-53
COc1cc(CN2CCC(C(=O)NC3CCCC3)CC2)cc(Br)c1O	10	0
CCc1nc(NCC(C)C)c(C#N)c2c1COC(C)(C)C2	3	-15
COc1ccc(C(C(=O)NC2CCCC2)N(CCN(C)C)C(=O)c2snc(C(N)=O)c2N)cc1 (centres undefined)	2	10
O=C1OCc2cc(NC(=O)C3CCCCC3)ccc21	5	12
C=CCSc1nnc(-c2ccncc2)n1-c1ccc(OCC)cc1	5	7
O=C1C(=O)N(Cc2cccnc2)C(c2ccccn2)/C1=C(/O)c1ccc(F)cc1 (centres undefined)	-11	-11

Nothing new here: 7 of the compounds above.
SMILES	TNAP inh pNP	TNAP inh Pi
CC(C)[C@@H]1NC(=O)N(c2ccc(Oc3ccccc3)cc2)C1=O	-36	-53
COc1cc(CN2CCC(C(=O)NC3CCCC3)CC2)cc(Br)c1O	10	0
CCc1nc(NCC(C)C)c(C#N)c2c1COC(C)(C)C2	3	-15
COc1ccc(C(C(=O)NC2CCCC2)N(CCN(C)C)C(=O)c2snc(C(N)=O)c2N)cc1 (centres undefined)	2	10
O=C1OCc2cc(NC(=O)C3CCCCC3)ccc21	5	12
C=CCSc1nnc(-c2ccncc2)n1-c1ccc(OCC)cc1	5	7
O=C1C(=O)N(Cc2cccnc2)C(c2ccccn2)/C1=C(/O)c1ccc(F)cc1 (centres undefined)	-11	-11
